# BRCA1 expr act: qHTS Assay to Identify Small Molecule Activators of BRCA1 Expression | MCF7-BRCA1-FFLuc reporter, luminescence, 48 h; response scale: scaled: vehicle 0%, 10 µM genistein 100% | Potency, µM (series often up to 46.1 µM), inactives show at the highest dose activation, most hits filed as activators | 380,000 tested, 1.1% active | AID 624202, 2012; note: potency is the fitted concentration of half-maximal effect; nearly all actives have a fitted effect of over 80% in size; some results filed as inactive show a strong effect at the top dose
#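 Cells: MCF7-BRCA1-FFLuc, 2000/well. Exposure: 48 h, 37 °C, 5% CO2. Read: luminescence, 15 min post-substrate. Controls: genistein 10 microM (maximal activation), DMSO (neutral).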
# uPA surface inh: qHTS for Inhibitors of Cell Surface uPA Generation; cell surface uPA generation assay, qHTS; Potency, µM (top dose mostly 38.3 µM), without a hit: top-dose activity change, negative = inhibition, usual class: inhibitors; 330,000 tested, 0.31% active; AID 540303, 2011; active = well fitted inhibition curve with a large enough effect; inconclusive = small, poorly fitted or top-dose-only effect; inactive = no such curve, though single readings can be large or run the other way; tested in mouse RAW 264.7 cells; note: potency is the fitted concentration of half-maximal effect; % is set by controls: 0 for no effect and ±100 for the full control effect; nearly all actives have a fitted effect of over 55% in size
# B2AR arrestin: qHTS assay of beta-arrestin-biased ligands of beta2-adrenergic receptor | Beta-2 adrenergic receptor (Homo sapiens), P07550 | beta-arrestin recruitment to beta2AR, cell-based reporter | Potency, µM (top dose mostly 46.1 µM), without a hit: at the highest dose activation, usual class: activators | 330,000 tested, 0.02% active | AID 492947, 2010;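 note: potency is the fitted concentration of half-maximal effect; 0% = DMSO controls and full agonism = EC100 isoproterenol or metaproterenol; nearly all actives have a fitted effect of over 65% in size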
# p53 reactivator: qHTS assay for re-activators of p53 using a Luc reporter; H1299 p53-A138V BP100-luciferase reporter, luminescence, 24 h; Potency, µM (series often up to 92.2 µM), for inactives: at the top dose activity change, positive = activation, most hits filed as activators; 320,000 tested, 0.063% active; note: potency is the fitted concentration of half-maximal effect; % of control where 0% means no effect; nearly all actives have a fitted effect of over 45% in size
#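 H1299 (p53-null), stable ts p53-A138V + BP100-Luc; 1000 cells/well, Opti-MEM/10% FBS; cpd 4 pt, 1:5; 24 h, 37 deg C, 5% CO2; detection reagent 10 min RT; luminescence.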
# TRPV1 ag: HTS Assay for Compounds that Act as Agonists of the Vanilloid Receptor 1; Transient receptor potential cation channel subfamily V member 1 (Homo sapiens), Q8NER1; TRPV1-expressing cells, Fluo-8 calcium influx, agonist mode; activation, % at 8.33 µM; 320,000 tested, 0.19% active; in the data active = activation above about 80%; inconclusive = between about 30% and that limit; note: 0% is about no effect
# Target sequence (Q8NER1 whole entry, looked up): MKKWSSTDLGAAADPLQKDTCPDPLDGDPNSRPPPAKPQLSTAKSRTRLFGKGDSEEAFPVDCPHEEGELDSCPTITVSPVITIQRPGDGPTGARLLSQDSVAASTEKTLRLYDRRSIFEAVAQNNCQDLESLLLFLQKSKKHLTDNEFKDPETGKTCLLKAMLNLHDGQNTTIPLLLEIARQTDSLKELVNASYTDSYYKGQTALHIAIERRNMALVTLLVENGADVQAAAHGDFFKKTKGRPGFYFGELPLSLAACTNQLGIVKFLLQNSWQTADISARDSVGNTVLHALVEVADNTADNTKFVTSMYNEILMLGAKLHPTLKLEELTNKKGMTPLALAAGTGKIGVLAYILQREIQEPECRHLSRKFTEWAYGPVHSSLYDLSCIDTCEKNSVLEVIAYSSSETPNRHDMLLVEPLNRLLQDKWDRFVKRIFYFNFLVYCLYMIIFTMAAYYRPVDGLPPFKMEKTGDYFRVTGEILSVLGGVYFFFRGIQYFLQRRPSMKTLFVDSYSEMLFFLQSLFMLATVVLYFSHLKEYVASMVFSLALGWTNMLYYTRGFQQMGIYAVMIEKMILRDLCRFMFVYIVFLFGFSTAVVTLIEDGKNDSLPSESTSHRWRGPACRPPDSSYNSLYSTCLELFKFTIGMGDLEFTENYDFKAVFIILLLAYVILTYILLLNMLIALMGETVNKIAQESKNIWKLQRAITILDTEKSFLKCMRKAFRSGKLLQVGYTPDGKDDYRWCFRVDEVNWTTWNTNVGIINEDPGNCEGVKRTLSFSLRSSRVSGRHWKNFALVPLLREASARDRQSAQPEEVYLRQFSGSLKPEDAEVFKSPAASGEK
#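 Cells expressing TRPV1 were dye-loaded with Fluo-8 and read kinetically: 10 s baseline, 3 min after compound (agonist portion), then 2 min after EC20 capsaicin (allosteric enhancer portion). Calcium-bound dye fluorescence at 480/520 nm.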
# ELG1 genotox: qHTS screen for small molecules that induce genotoxicity in human embryonic kidney (HEK293T) cells expressing luciferase-tagged ELG1; HEK293T ELG1-luciferase reporter, luminescence, 16 h; Potency, µM (highest dose often 46 µM), inactives show at the highest dose activity change, positive = activation, most hits filed as activators; 330,000 tested, 1.3% active; note: potency is the fitted concentration of half-maximal effect; % of control where 0% means no effect; nearly all actives have a fitted effect of over 60% in size
#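 Genotoxic stress is detected as increased luminescence from luciferase-tagged ELG1 in HEK293T cells, measured with ONE-Glo after a 16 hr treatment at 37 °C.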
# Eya2 phos inh: qHTS Assay for Inhibitors of the Phosphatase Activity of Eya2; Protein phosphatase EYA2 (Homo sapiens), O00167; recombinant Eya2, OMFP fluorescence dephosphorylation (OMFP is methylfluorescein phosphate); Potency, µM (doses to about 76.9 µM), for inactives: at the top dose activity, negative = inhibition, most hits filed as inhibitors; 330,000 tested, 0.006% active; note: potency is the fitted concentration of half-maximal effect; % is set by controls: 0 for no effect and ±100 for the full control effect
#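 Eya2 protein (added as 0.2 uM solution) was preincubated with compound for 10 min at ambient temperature in 50 mM HEPES pH 7.5, 50 mM NaCl, 5 uM MgCl2, 0.05% BSA, 1 mM DTT. OMFP (added at 50 uM) then reacted 10 min; fluorescence read at 485/525 nm.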
# Integrin act MD: qHTS for Activators of Integrin-Mediated Alleviation for Muscular Dystrophy; Potency, µM (doses to about 38.3 µM), inactives show at the highest dose activation, actives largely listed as activators; alpha7betagal myoblasts, beta-gal FDG fluorescence, 48 h; 350,000 tested, 0.064% active; AID 624291, 2012;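 note: potency is the fitted concentration of half-maximal effect; 100% = response of the positive control SU9516; nearly all actives have a fitted effect of over 60% in size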
#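 alpha7betagal+/- myoblasts (passage 13, 250/well) treated 48 h at 37C with compounds at 1:260 dilution of DMSO stock. Lysed, then beta-galactosidase activity read as FDG fluorescence (ex 480/em 540) after 30 min, with pre-read for autofluorescence.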
# PTAP TSG101 blk: qHTS Assay for Iinhibitors of HIV-1 Budding by Blocking the Interaction of PTAP/TSG101 | Potency, µM (highest dose often 115 µM), for inactives: top-dose activity change, negative = inhibition, hits mostly inhibitors | Tumor susceptibility gene 101 protein (Homo sapiens), Q99816 | 340,000 tested, under 10 active | Fluorescence polarization, FITC-PTAP peptide / Tsg101 binding; active = well fitted inhibition curve with a large enough effect in the main read-out, with a control signal flat, not every such curve was filed as active; inconclusive = small, poorly fitted or top-dose-only effect, or effect the other way, or a change in a side signal; inactive = no such curve, though single readings can be large or run the other way; note: potency is the fitted concentration of half-maximal effect; % of control where 0% means no effect
#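 Fluorescence polarization binding of Tsg101 binding domain (10 uM final) to FITC-labeled PTAP peptide (50 nM final) in HEPES pH 7.5 buffer with NaCl, Tween 20, EDTA, TCEP. Compounds added before peptide; binding 20 min at RT.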
# USP2a inh: qHTS Assay for Inhibitors of Ubiquitin-specific Protease USP2a Using CHOP2 as the Reporter; Potency, µM (series often up to 38.3 µM), for inactives: at the top dose activity change, negative = inhibition, usual class: inhibitors; Ubiquitin carboxyl-terminal hydrolase 2 (Homo sapiens), O75604; USP2 core, Ub-CHOP2 coupled fluorogenic reporter, 485/531; 330,000 tested, 0.01% active;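 note: potency is the fitted concentration of half-maximal effect; plate controls were DMSO wells for no effect and full inhibition by NEM control for full effect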
#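 Deubiquitinase activity read as fluorescence (485/531 nm) after Ub-CHOP2 cleavage activates the enterokinase reporter on its substrate; USP2 core 10nM, Ub-CHOP2 and substrate 25nM each, 30min compound preincubation then 60min RT; data normalized to NEM, curves fitted.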
# S-ASM inh: Inhibitors of Secretory Acid Sphingomyelinase (S-ASM): qHTS. Sphingomyelin phosphodiesterase (Homo sapiens), P17405. placental ASM, HMU-PC fluorogenic substrate, 60 min. Potency, µM (highest dose often 57.5 µM), inactives show at the top dose activity change, negative = inhibition, usual class: inhibitors. 340,000 tested, 0.006% active. AID 504937, 2011; note: potency is the fitted concentration of half-maximal effect
#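 HMU-PC0 cleavage (9 uM final) by human placental ASM, 60 min at 37 °C following 10 min compound exposure at RT; stopped at pH 10, fluorescence Ex 386/Em 447 nm.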
# Active calls of the source: *; ? = inconclusive; · = not tested or not shown; & = joins results of further samples; ! = not confirmed by another sample. Unless noted, calls come from the whole dose curve; as a rule, active = well fitted curve in the direction sought with a large enough effect; inconclusive = small, poorly fitted or top-dose-only effect, or another doubt; inactive = no such curve, though single readings can be large; an effect the other way counts as inactive or inconclusive.
compound	BRCA1 expr act	uPA surface inh	B2AR arrestin	p53 reactivator	TRPV1 ag	ELG1 genotox	Eya2 phos inh	Integrin act MD	PTAP TSG101 blk	USP2a inh	S-ASM inh
Cc1cc(Br)c(NC(=O)COC(=O)CSc2nnc(-c3ccc(Cl)cc3)o2)c(Br)c1	-9%	2%	-0.2%	-9%	5	-1%	6%	-8%	-3%	1%	0%
CC1=C(C(=O)OCc2ccccc2)C(c2cccnc2)c2c(n(C)c(=O)n(C)c2=O)N1 (stereo not given)	-17%&-30%	-5%	6.6%	-9%	-4	-1%	6%	-18%&-6%	-2%&-8%	0%	17%&35%
Cc1cccc(OCc2nnc(SCC(=O)Nc3cccc(C(=O)N4CCOCC4)c3)n2C)c1C	-1%	6%	-0.3%	-5%	-4	-3%	4%	-11%	-8%	-1%	1%
CN(C)c1nnc(-c2ccc(Cl)cc2)o1	27%	0%	0.5%	6%	10	10%	3%	29%	0%	5%	1%
O=C(Cn1nnc2ccccc2c1=O)NCCc1ccccc1	4%	17%	-0.8%	?	-4	-2%	-20%	20%	0%	0%	7%
COc1ccc(Cc2nnc(NC(=O)Nc3ccccc3)s2)cc1OC	-35%	10%	0.2%	5%	-2	-5%	1%	12%	-2%	-1%	4%
O=C(COC(=O)c1ccccc1Cl)NCc1ccco1	-6%	-7%	-0.1%	20%	·	3%	-20%	?	0%	7%	0%
Nc1cc(C(=O)OCC(=O)N2CCN(C(=O)COC(=O)c3ccc(Cl)c(N)c3)CC2)ccc1Cl	-9%	12%	-0.7%	13%	0	3%	17%	-7%	-2%	0%	1%
CC(C)Oc1cccc(C(=O)NC(=S)Nc2cccc(NC(=O)c3ccccc3Cl)c2)c1	18%	-5%	-0.7%	9%	2	-4%	-1%	-26%	1%	1%	-11%
CCN(CC)CCCNc1nc2cc(OC)c(OC)cc2c2nc(-c3cccnc3)nn12	7%	1%	0.3%	3%	0	6%	1%	-23%	-1%	0%	-3%
O=C(O)CC(NC(=O)c1ccccc1NC(=O)c1ccccc1)C(=O)O (stereo not given)	21%	8%	-0.4%	-6%	-1	-6%	-28%	-11%	-1%	2%	-1%
Cc1ccc(S(=O)(=O)N2[C@@H](c3cccc(C)c3)C(C(=O)O)=C[C@H]2CC2CCCC2)cc1	14%	-15%	-0.4%	3%	·	1%	-9%	24%	-3%	-5%	3%
CCOc1ccc(NC(=O)CN2CC(c3ccccc3)CC2=O)cc1 (stereo not given)	4%	4%	0.1%	-2%	2	-11%	-16%	14%	-3%	0%	5%
CCN1CC2([N+](=O)[O-])CC=C(OC)C([N+](=O)[O-])(C1)C2 (stereo not given)	12%	10%	-0.3%	7%	-1	-1%	-12%	?	-2%	2%	4%
COc1ccccc1C(=O)Nc1nnc(SCC(=O)Nc2ccc3c(c2)oc2ccccc23)s1	22%	3%	-0.5%	19%	2	?	1%	-10%	-1%	-1%	·
CCN1C(=O)[C@H]2[C@@H](c3ccc(C)cc3)N3C(=O)N(c4ccc(C)cc4)C(=O)[C@@]3(Cc3ccccc3)[C@H]2C1=O	15%	-17%	-0.3%	6%	2	-2%	-7%	19%	0%	2%	2%
COc1ccc(N2C(=O)C3CCCN3C2c2ccc(C)o2)cc1 (stereo not given)	-11%	-4%	-0.1%	1%	-1	3%	7%	-36%	-2%	2%	3%
CC(C)(ONC(=O)Nc1ccccc1Cl)C(=O)O	4%	1%	-0.4%	4%	-7	0%	10%	-16%	-3%	0%	4%
c1ccc2c(c1)CCN(c1ncnc3nc[nH]c13)C2	3.5µM*!	-7%	-0.2%	-4%	-3	1%	0%	19%	1%	4%	4%
O=c1c(Cc2ccccc2)c(O)nc2n1CCS2	-13%	2%	0.1%	-4%	-3	1%	-11%	-14%	-2%	2%	-2%

# Reprinted from the part before: 6 compounds, followed by the next part.
compound	BRCA1 expr act	uPA surface inh	B2AR arrestin	p53 reactivator	TRPV1 ag	ELG1 genotox	Eya2 phos inh	Integrin act MD	PTAP TSG101 blk	USP2a inh	S-ASM inh
COc1ccccc1C(=O)Nc1nnc(SCC(=O)Nc2ccc3c(c2)oc2ccccc23)s1	22%	3%	-0.5%	19%	2	?	1%	-10%	-1%	-1%	·
CCN1C(=O)[C@H]2[C@@H](c3ccc(C)cc3)N3C(=O)N(c4ccc(C)cc4)C(=O)[C@@]3(Cc3ccccc3)[C@H]2C1=O	15%	-17%	-0.3%	6%	2	-2%	-7%	19%	0%	2%	2%
COc1ccc(N2C(=O)C3CCCN3C2c2ccc(C)o2)cc1 (stereo not given)	-11%	-4%	-0.1%	1%	-1	3%	7%	-36%	-2%	2%	3%
CC(C)(ONC(=O)Nc1ccccc1Cl)C(=O)O	4%	1%	-0.4%	4%	-7	0%	10%	-16%	-3%	0%	4%
c1ccc2c(c1)CCN(c1ncnc3nc[nH]c13)C2	3.5µM*!	-7%	-0.2%	-4%	-3	1%	0%	19%	1%	4%	4%
O=c1c(Cc2ccccc2)c(O)nc2n1CCS2	-13%	2%	0.1%	-4%	-3	1%	-11%	-14%	-2%	2%	-2%
CC1CCCCC1NC(=O)COC(=O)COc1ccc(Cl)cc1 (stereo not given)	-5%	5%	0.3%	-1%	1	1%	-5%	18%	-2%	3%	1%
O=C(NNC(=O)c1ccc(F)cc1)c1ccncc1	22%	-8%	-3.4%	5%	-1	-2%	1%	18%	0%	-1%	-2%
O=C(Nc1ncc2c(n1)-c1ccccc1CC2)c1ccc(F)cc1	-65%	0%	-0.3%	-3%	?	-5%	-3%	?	2%	-1%	-1%
CS(=O)(=O)N1CCCC(C(=O)N2CCc3ccccc3C2)C1 (stereo not given)	4%	2%	-0.4%	-4%	1	-2%	-2%	14%	-6%	1%	4%
COc1ccccc1CCNC(=O)c1cnn2c(C(F)F)cc(C)nc12	0%	0%	-0.1%	-12%	6	-1%	-7%	13%	-4%	1%	3%
CC(C)(C)c1ccccc1NC(=S)NC1CCCC1	-24%	4%	-0.9%	28%	26	-7%	-6%	?	-3%	0%	-1%
Cc1ccc(NCN2C(=O)C3CC=CCC3C2=O)cc1 (stereo not given)	57%	4%	6.0%	9%	-4	7%	4%	-13%	-2%	-2%	2%
CCOC(=O)c1ccc2[nH]c3c(c2c1)CCCC3	35%	0%	-0.7%	-2%	?	23µM*	-12%	8%	-4%	-4%	-12%
CCCc1nnc(NC(=O)C2CCCO2)s1 (stereo not given)	72%	·	0.4%	11%	0	?	16%	1%	-8%	4%	5%
C[C@@H](CN1CCC(Cc2ccccc2)CC1)[C@@H](O)c1ccc(O)cc1	0%	-13%	-0.5%	2%	1	?	3%&-3%	·	3%	0%	1%
CC1CC(C)CN(CCCNC(=O)c2cc3c(s2)-c2ccccc2OC3)C1 (stereo not given)	-68%	?	0.3%	6%	2	4%	-3%	-1%	-6%	0%	·
CCOC(=O)CSc1nnc(-c2ccc(S(=O)(=O)N3CCOCC3)cc2)n1-c1ccccc1	1%	3%	-0.3%	13%	-7	0%	14%	13%	-5%	2%	0%
Cn1c(=O)c2c(SCC(=O)Nc3ccccc3F)nc(C3CC3)nc2n(C)c1=O	-13%	-23%	-0.7%	18%	-2	2%	-14%	-16%	·	0%	-1%

# Screening data as filed in PubChem BioAssay.
